High-throughput results: PubChem BioAssay, National Center for Advancing Translational Sciences (NCATS)
TDP-43 yeast inh – qHTS of TDP-43 Inhibitors; AID 652104, 2013; 410,000 tested, 1.8% active; TDP-43 expressing yeast growth rescue, BacTiter-Glo, 24 h; Potency, µM (top dose mostly 46.1 µM), without a hit: at the highest dose growth rescue (activation), actives largely listed as activators; note: potency is the fitted concentration of half-maximal effect; % of control where 0% means no effect; nearly all actives have a fitted effect of over 50% in size
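In this qHTS, compounds that restore growth of yeast expressing TDP-43 appear as activators. Cells (OD600=0.02, galactose medium, raffinose-pregrown) are incubated with compound 24 hr at 30 deg C and growth is quantified by BacTiter-Glo.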
EPAC2 antag – qHTS for Antagonist of cAMP-regulated guanine nucleotide exchange factor 2 (EPAC2): primary screen; Rap guanine nucleotide exchange factor 4 (Homo sapiens), Q8WZA2; Potency, µM (series often up to 114 µM), without a hit: at the highest dose activity, negative = inhibition, usual class: inhibitors; 360,000 tested, 0.18% active; AID 720708, 2013; EPAC2 GEF exchange of Rap1B-BODIPY-GDP, fluorescence; note: potency is the fitted concentration of half-maximal effect; % is set by controls: 0 for no effect and ±100 for the full control effect; nearly all actives have a fitted effect of over 45% in size; many of its hits are not listed in these tables
Target sequence (Q8WZA2 whole entry, looked up): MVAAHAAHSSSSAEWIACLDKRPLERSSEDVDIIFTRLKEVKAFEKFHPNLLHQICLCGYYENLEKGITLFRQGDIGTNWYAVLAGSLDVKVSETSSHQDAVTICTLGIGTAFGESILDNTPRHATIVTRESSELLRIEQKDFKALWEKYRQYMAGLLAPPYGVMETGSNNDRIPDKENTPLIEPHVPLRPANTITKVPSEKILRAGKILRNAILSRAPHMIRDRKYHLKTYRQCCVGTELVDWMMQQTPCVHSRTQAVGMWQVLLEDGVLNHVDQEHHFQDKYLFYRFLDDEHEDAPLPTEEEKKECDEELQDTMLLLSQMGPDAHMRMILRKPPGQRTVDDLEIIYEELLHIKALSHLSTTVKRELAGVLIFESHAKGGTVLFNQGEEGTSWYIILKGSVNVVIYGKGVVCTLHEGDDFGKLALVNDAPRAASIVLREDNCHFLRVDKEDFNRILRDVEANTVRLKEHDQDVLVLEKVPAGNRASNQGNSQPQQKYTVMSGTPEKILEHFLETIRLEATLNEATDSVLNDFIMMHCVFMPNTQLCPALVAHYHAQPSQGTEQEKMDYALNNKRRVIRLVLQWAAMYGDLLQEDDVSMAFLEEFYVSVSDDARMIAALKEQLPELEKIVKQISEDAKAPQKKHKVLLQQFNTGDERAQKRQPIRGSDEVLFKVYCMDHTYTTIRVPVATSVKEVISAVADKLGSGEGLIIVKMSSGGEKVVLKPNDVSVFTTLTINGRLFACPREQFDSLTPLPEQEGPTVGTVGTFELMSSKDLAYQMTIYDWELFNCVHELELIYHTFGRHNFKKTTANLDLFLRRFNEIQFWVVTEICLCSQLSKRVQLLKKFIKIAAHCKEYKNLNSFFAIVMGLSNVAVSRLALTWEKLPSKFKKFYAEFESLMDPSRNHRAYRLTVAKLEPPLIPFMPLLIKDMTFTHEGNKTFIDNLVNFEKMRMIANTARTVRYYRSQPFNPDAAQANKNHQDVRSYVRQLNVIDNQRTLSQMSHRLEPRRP
aSyn yeast inh – qHTS of alpha-syn Inhibitors; Yeast expressing alpha-synuclein, growth rescue, BacTiter-Glo, 24 h; Potency, µM (series often up to 46.1 µM), for the others: at the highest dose growth rescue (activation), actives largely listed as activators; 370,000 tested, 0.14% active; note: potency is the fitted concentration of half-maximal effect; % of control where 0% means no effect; nearly all actives have a fitted effect of over 65% in size
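Readout is rescue of growth in alpha-synuclein-expressing yeast, so inhibitors of toxicity appear as activators. Growth after 24 hr at 30 deg C in galactose medium is quantified by luminescence.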
DRD3 antagonist – qHTS of D3 Dopamine Receptor Antagonist: qHTS; D(3) dopamine receptor (Homo sapiens), P35462; D3R cells, DiscoveRx beta-arrestin luminescence, antagonist mode; stronger effect = lower value; max response, negative = inhibition, %; 360,000 tested, 2.5% active; AID 652054, 2013; in the data active = max response below about -50%; inconclusive = no clear call, values can overlap the other calls; note: % is set by controls: 0 for no effect and ±100 for the full control effect; mostly tested at two doses, the higher about 12 µM
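Cells expressing the human receptor were seeded at 1500 cells/well, incubated overnight at 37 degrees C in 5% CO2, then exposed to library compounds with dopamine controls for 90 minutes at 37 degrees C before luminescent detection.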
D3 ag – qHTS of D3 Dopamine Receptor Agonist: qHTS. D3R DiscoveRx beta-arrestin cells, luminescence, 90 min. max activation, %. 410,000 tested, 0.58% active. AID 652048, 2013; in the data active = max activation above about 30%; note: 0% is about no effect; mostly tested at two doses, the higher about 12 µM
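Agonist mode: compounds and dopamine controls were applied to plated cells for 90 min at 37 degrees C after an overnight attachment at 1500 cells/well. Luminescent read-out followed 30 - 60 minutes at room temperature with DiscoveRx detection reagent.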
Abeta yeast res – qHTS for compounds that reverse cellular toxicity of Amyloid beta (A-beta) peptide in yeast: Primary Screen. AID 1347071, 2019. yeast expressing A-beta42, growth rescue, OD600, 48 h; response scale: 0% DMSO, 100% iron-clioquinol control. Potency, µM (doses to about 46.1 µM), for inactives: at the top dose growth rescue, hits mostly activators. 410,000 tested, 0.063% active; note: potency is the fitted concentration of half-maximal effect; nearly all actives have a fitted effect of over 55% in size
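Yeast A-beta toxicity model in growth medium with pinned compounds, 48 h at 30 C; growth read as absorbance at 600 nm. Normalized to FeCl3/clioquinol equimolar mix (positive) and DMSO (negative).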
FUS yeast rescue – qHTS for Suppressors of FUS Proteinopathy: Primary screen using FUS-linked yeast assay. S. cerevisiae FUS-expressing, growth rescue, OD600, 24 h. Potency, µM (highest dose often 76.6 µM), for inactives: at the highest dose growth rescue (activation), actives largely listed as activators. 390,000 tested, 0.24% active. AID 1347120, 2019;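 note: potency is the fitted concentration of half-maximal effect; plate controls were DMSO vehicle for no effect and reference control for full effect; nearly all actives have a fitted effect of over 55% in size; some results filed as inactive show a strong effect at the top dose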
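FUS-expressing yeast, raffinose-pregrown, induced in 2% galactose minimal medium at OD 0.005; compounds in a dilution series, 24hr at 30C. Growth restoration read as absorbance at 600 nm. CP55940 positive control, DMSO negative.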
EPAC2 ag – qHTS for Agonist of cAMP-regulated guanine nucleotide exchange factor 4 (EPAC2): primary screen; EPAC2 activation, biochemical qHTS; response scale: 100% = 6.5 mM cAMP response; AID 720711, 2013; Rap guanine nucleotide exchange factor 4 (Homo sapiens), Q8WZA2; 360,000 tested, 0.079% active; Potency, µM (series often up to 154 µM), inactives show at the highest dose activation, usual class: activators; note: potency is the fitted concentration of half-maximal effect; nearly all actives have a fitted effect of over 50% in size
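Each well held 100 nM EPAC2, 250 nM RAP1B-BODIPY-GDP and 50 uM GDP. Fluorescence, read at 5-min intervals to 30 min, was referenced to a 6.5 mM cAMP positive control.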
Starred values were filed as active, the others as inactive; ? = inconclusive; . = no result given; & = joins results of further samples. Unless noted, calls come from the whole dose curve; as a rule, active = well fitted curve in the direction sought with a large enough effect; inconclusive = small, poorly fitted or top-dose-only effect, or another doubt; inactive = no such curve, though single readings can be large; an effect the other way counts as inactive or inconclusive. Not all compounds are listed; the hit share may differ from the screen's.

Molecule,EPAC2 antag,Abeta yeast res,aSyn yeast inh,DRD3 antagonist,FUS yeast rescue,EPAC2 ag,D3 ag,TDP-43 yeast inh
COc1cccc(C(=O)NC(=O)Nc2cc(C)on2)c1,-17%,8%,8%,1,-2%,-9%,-3,18%
O=C(CN1C(=O)c2ccccc2C1=O)N1CCOCC1,1%,6%,-1%,-17,-5%,-8%,-1,2%
Cc1ccnc(N(C(=O)c2cccs2)C(=O)c2cccs2)c1,-13%,-17%,-5%,-4,27%,8%,0,14%
COc1cccc(Cn2c(SCc3ccc(C(=O)N4CCCCC4)cc3)nc3ccncc32)c1,.,-11%,.,.,6%,.,9,1%
CCc1nc(NCC2CCCN2CC)c2nnn(Cc3ccccc3F)c2n1 (stereo unspecified),-1%,-2%,0%,?,5%,8%,-8,-4%
CC(C)OCCCn1c(=O)c2ccccc2n2c(-c3ccc(F)cc3)nnc12,.,-8%,.,.,-12%,.,6,22%
COCCCNC(=O)c1cccc(C(=O)NCCCOC)c1,-13%,-23%,-5%,?,64%,1%,-5,-12%
CCOC(=O)c1c(C)[nH]c(C(=O)OCC(=O)N(C)CC(=O)Nc2ccccc2Cl)c1C,7%,6%,3%,1,.,-2%,2,-11%
C[C@H](CO)N1C[C@H](C)[C@@H](CN(C)C(=O)Nc2ccc3c(c2)OCO3)Oc2ccc(NC(=O)CCC(F)(F)F)cc2C1=O,-9%,-17%,-4%,35,11%,3%,1,5%
Cc1n[nH]c(C)c1CCCCOc1ccccc1,-7%,6%,9%,-3,22%,10%,-4,16%
Cc1ccc2ccc(C(Nc3ccccc3)c3ccc(F)cc3)c(O)c2n1 (stereo unspecified),-14%,?,-26%,?,17%,7%,-24,3.2µM*
COC(=O)Oc1ccc(/C=N/NC(=O)CSCc2ccccc2Br)cc1OC,-8%,8%,11%,1,20%,9%,4,18%
CC1=C(C(=O)N2CCOCC2)CC(CC(=O)NCC2CCCCC2)C(=O)N1CCCN1CCCC1=O (stereo unspecified),5%,2%,-2%,6,-12%,3%,3,14%
O=C(C1CCC1)N1CCN(c2ccc(C(F)(F)F)cc2[N+](=O)[O-])CC1,1%,-10%,3%,7,.,-1%,-4,9%
Cc1cc(C)cc(Oc2c(C(F)(F)F)oc3cc(OCC(=O)O)ccc3c2=O)c1,-29%,5%,-6%,1,-5%,-4%,1,-1%
CC(C)(C)c1cc2nc3c(c(=O)n2[nH]1)CN(Cc1ccccc1)C3=O,4%,10%,0%,-7,-19%,1%,0,12%
CNC(=O)CSc1nc2cccnc2n1-c1ccc(F)cc1,0%,-3%,-15%,-17,-5%,-6%,-2,-1%
CCCNC(=O)c1ccccc1SCc1c(C)noc1C,8%,3%,-3%,8,-14%,6%,0,-4%
CCCOc1ccc(C(=O)N2CCN(c3ccc(NC(=O)CC)cc3Cl)CC2)cc1,-1%,-13%,8%,37,37%,10%,7,?
CCC(C(=O)c1ccccc1)N(C(=O)c1ccccc1Cl)N1C(=O)C2C3C=CC(C3)C2C1=O (stereo unspecified),-4%,2%,11%,10,.,10%,-2,-16%

Fetched one by one from the list above (5):
Molecule,EPAC2 antag,Abeta yeast res,aSyn yeast inh,DRD3 antagonist,FUS yeast rescue,EPAC2 ag,D3 ag,TDP-43 yeast inh
CCCNC(=O)c1ccccc1SCc1c(C)noc1C,8%,3%,-3%,8,-14%,6%,0,-4%
CCOC(=O)c1c(C)[nH]c(C(=O)OCC(=O)N(C)CC(=O)Nc2ccccc2Cl)c1C,7%,6%,3%,1,.,-2%,2,-11%
C[C@H](CO)N1C[C@H](C)[C@@H](CN(C)C(=O)Nc2ccc3c(c2)OCO3)Oc2ccc(NC(=O)CCC(F)(F)F)cc2C1=O,-9%,-17%,-4%,35,11%,3%,1,5%
Cc1ccnc(N(C(=O)c2cccs2)C(=O)c2cccs2)c1,-13%,-17%,-5%,-4,27%,8%,0,14%
CC(C)OCCCn1c(=O)c2ccccc2n2c(-c3ccc(F)cc3)nnc12,.,-8%,.,.,-12%,.,6,22%

Later entries.
Molecule,EPAC2 antag,Abeta yeast res,aSyn yeast inh,DRD3 antagonist,FUS yeast rescue,EPAC2 ag,D3 ag,TDP-43 yeast inh
CCCOc1ccc(C2c3c(oc4ccccc4c3=O)C(=O)N2c2nnc(C(C)C)s2)cc1 (stereo unspecified),.,5%,.,.,-4%,.,6,?
CCNC(=S)Nc1ccc2c(c1)c(=O)n(C)n2-c1ccc(C(C)(C)C)cc1,-15%,-19%,-3%,0,32µM*,10%,-17,15%
CCCCc1cn([C@@H](CCCCNC(=O)OC(C)(C)C)C(=O)N2CCN(C(=O)OC(C)(C)C)CC2)nn1,-11%,8%,7%,5,?,-8%,2,7%
C=CCn1c(SCc2nc3ccccc3c(=O)[nH]2)nc2scc(C3CC3)c2c1=O,-5%,-6%,-3%,8,41%,-5%,5,-11%
CCOC(=O)Nc1sc(NS(=O)(=O)c2ccccc2)nc1C,0%,-2%,-2%,11,.,-1%,6,6%
CCCC(c1nnnn1Cc1ccco1)N1CCN(C2CCCC2)CC1 (stereo unspecified),-2%,-4%,-9%,?,19%,-4%,-20,-22%
CN1CCN(C(=O)C2=C[C@@H](C(C)(C)C)C[C@@H](OCc3ccc(CO)cc3)O2)CC1,5%,-14%,-5%,0,-1%,1%,0,-22%
COc1ccc(N2C(=O)c3ccccc3NC(=O)C2C(=O)Nc2ccc(N3CCOCC3)cc2)cc1 (stereo unspecified),-8%,-4%,-1%,21,11%,1%,8,11%
CCN1CCN(CC(=O)Nc2cc3c(cc2C(C)=O)OCO3)CC1,7%,3%,3%,6,4%,5%,2,9%
COc1ccc(CCNc2nc(-c3sc(C)nc3C)cs2)cc1OC,-3%,-30%,0%,-7,33%,5%,12,22µM*
CSc1nsc2nc(=O)c(/C=C3\C(C)=Nc4ccccc43)c(N)n12,1%,-9%,-8%,14,-7%,-5%,-9,-7%
COc1ccc2c(c1)OC[C@H]1[C@H]2N2C(=O)CNC(=O)[C@@]2(C)[C@H]1c1ccccc1,0%,2%,5%,0,0%,1%,0,11%
COc1ccc(-c2ccc(C#N)c(OC)n2)cc1,7%,-1%,2%,17,7%,1%,-3,23%
Cc1ccc(CNC(=O)c2cc3ccccc3oc2=O)cc1,-4%,0%,7%,20,8%,2%,-6,3%
O=C(COC(=O)c1cccnc1Cl)c1ccccc1,12%,-6%,-12%,16,36%,4%,1,-4%
Cc1cccc(CSc2nc(-c3cccc(C)c3)nc3c2Cc2c(CO)cnc(C)c2O3)c1,.,5%,.,.,-9%,.,1,21%
C=CCNC(=O)c1onc(CSc2cc(C)cc(C)c2)c1C(=O)NCC=C,-22%,14%,-1%,35,?,-5%,14,?
Cc1ccc(NC(=S)N2CCN(S(=O)(=O)c3ccccc3)CC2)cc1,-6%,2%,5%,14,24%,6%,12,9%
COC(=O)C1CCN(C(=O)Nc2ccc(OC)cc2)CC1,6%,2%,-4%,10,-8%,-5%,1,-7%
CCCS(=O)(=O)c1c(S(=O)(=O)CCC)c2c(N)cccn2c1C(=O)c1ccc(F)cc1,-4%,19%,0%,1,15%,-1%,-6,3%

Results in TDP-43 yeast inh and Abeta yeast res, for 4 of the compounds above:
canonical_smiles | TDP-43 yeast inh | Abeta yeast res
Cc1ccc(CNC(=O)c2cc3ccccc3oc2=O)cc1 | 3% | 0%
C=CCNC(=O)c1onc(CSc2cc(C)cc(C)c2)c1C(=O)NCC=C | ? | 14%
CCCCc1cn([C@@H](CCCCNC(=O)OC(C)(C)C)C(=O)N2CCN(C(=O)OC(C)(C)C)CC2)nn1 | 7% | 8%
Cc1ccc(NC(=S)N2CCN(S(=O)(=O)c3ccccc3)CC2)cc1 | 9% | 2%

Next compounds.
Molecule,EPAC2 antag,Abeta yeast res,aSyn yeast inh,DRD3 antagonist,FUS yeast rescue,EPAC2 ag,D3 ag,TDP-43 yeast inh
Cc1ccc(NC(=O)C(C)OC(=O)c2n[nH]c3ccccc23)cc1 (stereo unspecified),-7%,12%,7%,-14,20%,-12%,-5,1%
Cc1ccc(CNc2nc3ccccc3n3cnnc23)cc1,-16%,-8%&-2%,0%,-6,2%&-5%,-2%,6&0,23%&10%
CCCCNCC1C(Oc2ccc(Cl)cc2)C(=O)N1c1ccccc1C (stereo unspecified),?,25%,0%,?,2%,14%,-25,-11%
CN(Cc1ccccc1)c1ccc(-c2nc(-c3cccnc3)no2)cc1[N+](=O)[O-],.,-1%,.,.,-7%,.,-7,12%
CCOc1ccccc1NC(=O)CNC(=O)CNC(=O)Cc1ccccc1,-3%,-9%,-11%,-8,9%,4%,-6,-4%
CN(C)S(=O)(=O)c1ccc(C(=O)N2CCC(c3nc4ccccc4o3)CC2)cc1,11%,11%,-6%,22,22%,-5%,-3,0%
CS(=O)(=O)NCC(c1cccnc1)N1CCN(c2ccccc2F)CC1 (stereo unspecified),-2%,.,-4%,-15,-16%,10%,0,-1%
Cc1ccc2c(c1)-c1c(ssc1=S)C(C)(C)N2C(=O)CSC1=NCCS1,-3%,-1%,2%,-26,27%,7%,-27,-7%
O=C(c1ccccn1)N1N=C2/C(=C/c3ccc(F)cc3)CCCC2C1c1ccc(F)cc1 (stereo unspecified),-5%,3%,1%,-7,40%,9%,0,-4%
